From PubChem
GLS inh = inhibitors of human glutaminase (GLS) | O94925 | GLS enzymatic activity, qHTS titration | Potency, µM (doses to about 45.5 µM), for inactives: at the highest dose activity change, negative = inhibition, hits mostly inhibitors | hit rate 0.21% among 410,000; active = well fitted inhibition curve with a large enough effect; inconclusive = small, poorly fitted or top-dose-only effect, or another doubt; inactive = no such curve, though single readings can be large or run the other way; also: potency is read from the fitted curve at half-maximal effect
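hKGA in 45 mM KH2PO4 pH 8.2, 0.02% Tween-20 with pin-transferred compounds; 1 mM L-glutamine (stock) plus glutamate oxidase/HRP/Amplex Red coupling added. Fluorescence read initially and after 30 min at RT.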
PI4K2A block = inhibitors of human PI4K2A. Q9BTU6. purified PI4K2A, ADP-Glo luminescence, 1 h; active compounds read low. activity change, negative = inhibition, % at 76.9 µM. hit rate 0.13% among 420,000. AID 1346378; in the data active = activity change below about -50%; inconclusive = mostly about -30% to -49%;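 also: -100% = wells without enzyme as full effect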
Target sequence (Q9BTU6 whole entry, looked up): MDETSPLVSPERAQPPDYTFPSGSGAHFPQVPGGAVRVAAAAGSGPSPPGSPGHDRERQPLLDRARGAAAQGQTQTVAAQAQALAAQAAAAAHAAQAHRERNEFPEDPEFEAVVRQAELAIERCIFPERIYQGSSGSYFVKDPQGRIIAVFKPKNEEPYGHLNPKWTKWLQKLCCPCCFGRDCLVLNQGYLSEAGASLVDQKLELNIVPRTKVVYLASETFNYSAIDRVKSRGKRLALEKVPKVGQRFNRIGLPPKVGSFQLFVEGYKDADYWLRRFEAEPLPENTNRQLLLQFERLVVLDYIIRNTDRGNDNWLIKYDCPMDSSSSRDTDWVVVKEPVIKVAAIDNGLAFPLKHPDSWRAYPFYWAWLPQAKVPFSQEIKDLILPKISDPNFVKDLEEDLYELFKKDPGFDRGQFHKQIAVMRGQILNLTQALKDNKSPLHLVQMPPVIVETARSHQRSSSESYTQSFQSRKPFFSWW
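Compounds are screened against recombinant PI4K2A using PI as substrate and ATP, the latter dispensed at 300 microM. Reactions run one hour at ambient temperature before ADP-Glo detection; full inhibition defined by wells lacking enzyme.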
* hit, by the source's call; u = inconclusive; [ ] = another dose, or the depositor's remark. Unless noted, % is scaled to controls: 0 for no effect and ±100 for the full control effect.

GLS inh | PI4K2A block | molecule
-7% | 0 | C[C@H](NC(=O)[C@@H]1CCCN1C(=O)[C@@H]1CCCN1C(=O)c1ccc(Cl)cc1)c1ccccc1
-13% | 4 | CC(=O)SC[C@@H](C)C(=O)N1CCC[C@H]1C(=O)N[C@@H](Cc1ccccc1)C(=O)O
5% | -4 | COc1cccc(-c2cnc(C(O)c3ccc(F)cc3)[nH]2)c1 (stereo not drawn)
11% | 1 | CC1(C(=O)NCc2ccccc2)CCC(=O)N1CCc1c[nH]c2ccccc12 (stereo not drawn)
1% | 3 | COC(=O)[C@@]1(Cc2ccc(F)cc2)[C@H]2c3cc(C(=O)N4CCCC4)n(CCc4c[nH]c5ccccc45)c3C[C@H]2CN1C(=O)c1ccccc1
-18% | -11 | CC(=NOC(=O)c1ccc(F)cc1)c1nccs1
13% | -1 | O=C(NCc1ccccc1)c1cc(C2CCCCN2C(=O)CCCc2ccccc2)on1 (stereo not drawn)
3% | 0 | Cc1ccc(C)c(CC(=O)N2CCCCC2c2cc(C(=O)Nc3cccc(C#N)c3)no2)c1 (stereo not drawn)
5% | -5 | CC(C)(C)c1ccc(S(=O)(=O)NC(=O)C2(C)CCN2C(=O)c2cccc3ccccc23)cc1 (stereo not drawn)
-13% | 24 | CC1(c2nc3ccccc3[nH]2)c2ccccc2C(=O)N1Cc1ccccc1 (stereo not drawn)
-9% | 5 | O=C(NCc1cccc(Cl)c1)C1Cc2c(-c3cccc(F)c3)ccnc2O1 (stereo not drawn)
7% | 1 | CCCNC(=O)C1(C)CCN(Cc2ccc(OC)c3ccccc23)C1 (stereo not drawn)
8% | -1 | Cc1ccccc1S(=O)(=O)NC(=O)C1(C)CCN1C(=O)C(C)(C)c1ccccc1 (stereo not drawn)
3% | -1 | CC1(C(=O)NS(=O)(=O)c2ccc(Cl)s2)CCN1C(=O)Cc1cc(F)ccc1F (stereo not drawn)
13% | -4 | O=c1[nH][nH]c2c1[C@@H](c1ccc(F)cc1)O[C@H](CCOCc1ccccc1)C2
20% | -6 | CC(=O)Nc1cc(-c2cccc(C(=O)N(C)C)c2)cn2c(-c3ccccc3)cnc12
6% | -3 | COC(=O)c1ccc2nc(-c3ccc(F)cc3)c(Cc3cccc(F)c3)n2c1
-5% | 2 | CC1=C(C(=O)N(C(C)C)C(C)C)CC(CC(=O)NC2CCCC2)C(=O)N1Cc1ccc(C(C)(C)C)cc1 (stereo not drawn)
6% | -3 | COC(=O)[C@]12CCCCC=C1N(Cc1ccc(Cl)cc1Cl)C(=O)[C@H](CC(=O)N1CCN(C(=O)C3CC3)CC1)C2
-8% | -2 | O=C(CCCCCCCCC#CI)Oc1ccccc1
7% | -3 | CCc1nc2c(OCCc3cccc(OC)c3)cccn2c1N(C)C(=O)c1ccc(OC)cc1
1% | 1 | CCC(=O)N1CCCC(C)(C(=O)Nc2nccc3ccccc23)C1 (stereo not drawn)
-5% | 2 | COc1ccc(OC)c(CN2C(=O)CCC2(C)c2nnnn2-c2c(C)cccc2C)c1 (stereo not drawn)
-5% | -3 | CCCS(=O)(=O)NC(=O)C1(C)CCCN(C(=O)c2ccncc2)C1 (stereo not drawn)
2% | 3 | COC(=O)c1ccc2nc(-c3cccc(Br)c3)c(Cc3cccc(F)c3)n2c1
3% | -4 | Cc1ccc(S(=O)(=O)NC(=O)C2(C)CCN2C(=O)CC2CCCC2)cc1 (stereo not drawn)
-2% | -3 | O=C(NCc1ccccc1)c1cc(C2COCCN2S(=O)(=O)c2cccs2)on1 (stereo not drawn)
-5% | 3 | CCc1nc2ccc(C(=O)NC3CCN(Cc4ccccc4)CC3)cn2c1N(C)Cc1cc2ccccc2s1
10µM* | u | ClN=C1C=CC=CC1=NCl
-4% | 1 | COc1ccc(C2=Nc3ccccc3NC(=O)C2N(Cc2ccc(F)cc2)C(=O)c2ccco2)cc1 (stereo not drawn)
-7% | 3 | CCCCCCn1cc(CN2CC(N(C)C)CS2(=O)=O)nn1 (stereo not drawn)
0% | -14 | c1ccc2c(c1)ccn1c(Cc3ccsc3)c(C3CCCCC3)nc21
1% | -3 | O=C(Nc1ccc2c(c1)OCO2)C1Cc2c(-c3ccc4c(c3)OCO4)ccnc2O1 (stereo not drawn)
-2% | -6 | CN(C)c1ccc(CNC(=O)C2(C)Cc3c(-c4cccc(C(F)(F)F)c4)ccnc3O2)cc1 (stereo not drawn)
-7% | 0 | CNc1cccc(-c2ccccc2C(C)=O)n1
10% | -3 | CC1(C(=O)NS(=O)(=O)c2ccc(F)cc2F)CCN1C(=O)Cc1ccccc1Cl (stereo not drawn)
u | -8 | Cc1nc(NC(=O)C(C)(C)C)sc1-c1nc(N)sc1-n1cc(-c2ccccc2)nn1
5% | 5 | COc1ccc(-c2coc3c(C(=O)NCc4ccc(OC)c(OC)c4)cccc23)c(C)c1
5% | 3 | CC(=O)Nc1ccc(-c2ccnc3c2CC(C)(C(=O)Nc2ccc(C(C)C)cc2)O3)cc1 (stereo not drawn)
-3% | -2 | CCNC(=O)C1(C)CCCN(C(=O)c2ccccc2Br)C1 (stereo not drawn)
3% | -2 | CN1CCN(c2ncnc3c2ncn3[C@H]2CN(Cc3cccnc3)C[C@@H](CO)O2)CC1
18% | -6 | COCOc1cccc(CN2CCC(C)(Oc3ccc(SC)cc3)C2)c1 (stereo not drawn)
13% | 1 | COCCN(Cc1ccc(OC)cc1)c1c(C)nc2ccc(C(=O)NCCc3c[nH]c4ccccc34)cn12
7% | 0 | O=C1NC[C@@H](CCCCN2C[C@H](Cc3ccccc3)N(CC3CCCCC3)C(=O)C2=O)N(CCc2ccccc2)C1=O
3% | 0 | CCc1nc2c(OCc3cc(Cl)cc(Cl)c3)cccn2c1N(C)C(=O)c1cccc(OC)c1
-1% | -4 | Nc1nc2c(Br)ccc(Br)c2cc1C(=O)NCc1cccc2ccccc12
23% | 3 | COc1ccc(C(C)(O)c2nc(-c3cccc(C(=O)O)c3)cs2)cc1 (stereo not drawn)
-15% | -1 | CCCCOCCCNC(=O)C[C@@H]1C[C@@]2(C(=O)OCC)CCC=C2N(Cc2ccc(Cl)cc2Cl)C1=O
-3% | -6 | CCCCNC(=O)C1(C)CCN1C(=O)c1oc2ccccc2c1C (stereo not drawn)
u | -2 | O=C(Nc1nnc([C@@H]2C[C@H](O)[C@@H](CO)O2)s1)Nc1ccccc1C(F)(F)F
-11% | -2 | CC(C)C[C@H]1CN([C@@H](Cc2ccc(O)cc2)CN2CCC[C@H]2CN2C(=O)C(=O)NC[C@@H]2Cc2ccccc2)C(=O)C(=O)N1CC1CCCCCC1
18% | 2 | O=C(NCCN1CCC(n2c(=O)[nH]c3ccccc32)CC1)c1c(F)cccc1F
1% | 5 | N#Cc1ccc(-c2nc3c4ccccc4ccn3c2CC2CCCCC2)cc1
30% | -4 | CCCCNc1c(-c2ccccn2)nc2nc(C)cc(C)n12
u | 1 | OC(c1ccccc1)(c1nc(/C=C/c2ccccc2)cs1)C(F)(F)F (stereo not drawn)
2% | -8 | Cn1c(=O)c2c(-c3ccccc3)n(-c3cc(C(=O)O)ccc3O)cc2n(C)c1=O
22% | -4 | CCc1nc2ccc(C(=O)Nc3cc(-c4ccccc4)ccc3OC)cn2c1N(C)CCCc1ccccc1
-2% | 2 | Nc1nc(N)c2ncn(C3C=CC(CO)C3)c2n1 (stereo not drawn)
1% | 3 | OC(c1ccccc1)c1nc(-c2cncnc2)cs1 (stereo not drawn)
-3% | -8 | CC(O)(c1ccccc1)c1nc(-c2ccccc2)cs1 (stereo not drawn)

Other compounds follow.
GLS inh | PI4K2A block | molecule
-5% | -28 | Cc1ccc2nc(-c3ccccc3)c(CC3CCCCC3)n2c1
9% | -3 | CN(C)c1ccc(CC(=O)N2CCCC(c3cc(C(=O)Nc4ccc5c(c4)OCO5)no3)C2)cc1 (stereo not drawn)
6% | -2 | CC(C)C[C@H]1COc2cc(N(C)CCO)ccc2S(=O)(=O)N1
-3% | -8 | CC(C)(C)Cc1c(-c2ccc(Cl)cc2)nc2c(Cl)cc(C(F)(F)F)cn12
3% | -3 | COc1cc(C(=O)c2cc3c(cc2C)OCO3)cc(OC)c1OC
3% | 2 | COc1ccc(-c2coc3c(C(=O)NCc4ccco4)cccc23)c(C)c1
-9% | 4 | CCCS(=O)(=O)NC(=O)C1(C)CCN(C(=O)c2ccco2)C1 (stereo not drawn)
-18% | -3 | Cc1cccc(CNC(=O)c2sc(=O)n(Cc3ccc(S(C)(=O)=O)cc3)c2C)c1
-1% | 0 | O=C(NCC1CCOCC1)c1cccc2c(-c3cccnc3)coc12
15% | -2 | CCC(c1nnnn1-c1ccc2c(c1)OCCO2)N1CCN(c2cc(C)ccc2C)CC1 (stereo not drawn)
2% | 3 | CCCNC(=O)C1(C)CCN(C(=O)c2cc(C)nn2C(C)(C)C)C1 (stereo not drawn)
-3% | -1 | CCCCN(CCCC)Cc1cc(=O)oc2cc(C)c(Cl)cc12
-10% | 0 | CC(=O)NC(c1ccccc1)c1nc(-c2cccc(C(=O)O)c2)cs1 (stereo not drawn)
-6% | 0 | COc1cc2oc(=O)cc(CN3CCN(C(C)=O)CC3)c2cc1Cl
-7% | 3 | CCCNC(=O)C1(C)CCCN(C(=O)c2cccc(C(F)(F)F)c2)C1 (stereo not drawn)
1% | 3 | COCCNC(=O)C1(C)Cc2c(-c3cccc(C(N)=O)c3)ccnc2O1 (stereo not drawn)
2% | -4 | CC(=O)NC(c1ccc(F)c(F)c1)c1nc(-c2cc3ccccc3o2)cs1 (stereo not drawn)
-10% | 5 | CCNC(=O)C1(C)CCCN1C(=O)c1ccc2c(c1)OCO2 (stereo not drawn)
10% | -3 | CC(C)(C)S(=O)N1Cc2cc(C(=O)NCc3ccc(Oc4ccccc4)cc3)nc(-c3cccc(-c4cc5ccccc5o4)c3)c2[C@@H]1CCO (stereo partly drawn)
-11% | -4 | c1coc(-c2cc3nc(NCc4ccc5c(c4)OCO5)ccn3n2)c1
-11% | -2 | CC(C)(C)n1nnnc1C(c1ccccc1)N1CCN(c2ccccn2)CC1 (stereo not drawn)
68%[activator] | -6 | CC(=O)Nc1ccc(CN(C)c2c(C)nc3ccc(C(=O)N4CCN(c5ccccc5)CC4)cn23)cc1
-15% | 2 | CCC(=O)N1CCC1(C)C(=O)Nc1cnc2ccccc2c1 (stereo not drawn)
8% | 1 | CC1(C(=O)NS(=O)(=O)c2cccc(C#N)c2)CCN1C(=O)CC1CCCCC1 (stereo not drawn)
-1% | 1 | COc1ccc(CNC(=O)Nc2nnc([C@H]3C[C@H](O)[C@@H](CO)O3)s2)cc1
22% | 0 | COc1ccc(-c2ccc(C(=O)Nc3cccc(N(C)C)c3)c3occc23)c(C)c1
6% | -7 | Cc1noc(C)c1-c1ccc(C(=O)Nc2ccc(C(C)C)cc2)c2occc12
3% | -6 | COc1cc(F)ccc1-c1cc(C(=O)NCc2cccc(Cl)c2)[nH]n1
2% | 1 | CCNC(=O)c1cc2c(c(-c3cccc(-c4ccccc4F)c3)n1)[C@H](CCO)N(C(=O)CC)C2
-11% | -5 | COCCCNC(=O)c1cccc2c(-c3ccc(O)c(OC)c3)coc12
-15% | 4 | COC(=O)c1ccc2nc(-c3ccc(Cl)cc3)c(CC3CCCCC3)n2c1
-6% | 2 | CC[C@@H]1Cc2[nH]c(=O)[nH]c(=O)c2[C@H](c2ccc(Cl)cc2)O1
12% | 5 | Cn1c(=O)c2cc(NC(=S)NCc3ccccc3F)ccc2n1Cc1cccc(C(F)(F)F)c1
0% | -3 | COC(=O)c1ccc(C(=O)N2CCCCCC2(C)C(=O)NC(C)C)cc1 (stereo not drawn)
10% | -10 | O=C(O)C(=Cc1ccccc1Cl)c1ccccc1

15 entries from above, with bars between the fields.
SMILES | GLS inh | PI4K2A block
Nc1nc(N)c2ncn(C3C=CC(CO)C3)c2n1 (stereo not drawn) | -2% | 2
OC(c1ccccc1)c1nc(-c2cncnc2)cs1 (stereo not drawn) | 1% | 3
CC(O)(c1ccccc1)c1nc(-c2ccccc2)cs1 (stereo not drawn) | -3% | -8
Cc1ccc2nc(-c3ccccc3)c(CC3CCCCC3)n2c1 | -5% | -28
CN(C)c1ccc(CC(=O)N2CCCC(c3cc(C(=O)Nc4ccc5c(c4)OCO5)no3)C2)cc1 (stereo not drawn) | 9% | -3
CC(C)C[C@H]1COc2cc(N(C)CCO)ccc2S(=O)(=O)N1 | 6% | -2
CC(C)(C)Cc1c(-c2ccc(Cl)cc2)nc2c(Cl)cc(C(F)(F)F)cn12 | -3% | -8
COc1cc(C(=O)c2cc3c(cc2C)OCO3)cc(OC)c1OC | 3% | -3
COc1ccc(-c2coc3c(C(=O)NCc4ccco4)cccc23)c(C)c1 | 3% | 2
CCCS(=O)(=O)NC(=O)C1(C)CCN(C(=O)c2ccco2)C1 (stereo not drawn) | -9% | 4
Cc1cccc(CNC(=O)c2sc(=O)n(Cc3ccc(S(C)(=O)=O)cc3)c2C)c1 | -18% | -3
O=C(NCC1CCOCC1)c1cccc2c(-c3cccnc3)coc12 | -1% | 0
CCC(c1nnnn1-c1ccc2c(c1)OCCO2)N1CCN(c2cc(C)ccc2C)CC1 (stereo not drawn) | 15% | -2
CCCNC(=O)C1(C)CCN(C(=O)c2cc(C)nn2C(C)(C)C)C1 (stereo not drawn) | 2% | 3
CCCCN(CCCC)Cc1cc(=O)oc2cc(C)c(Cl)cc12 | -3% | -1

The list is partial; rates above refer to the full screens.
